# KCNQ1 pot: potentiators or activators of KCNQ1 channel, primary screen, cell-based, thallium flux, high-throughput. Potassium voltage-gated channel subfamily KQT member 1 (Homo sapiens), P51787. CHO-K1 KCNQ1, thallium flux FluxOR fluorescence; stronger effect = higher value. B-score at 10 µM. actives 0.35% (n = 310,000);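 active = fluorescence ratio B-score, a plate-corrected score, at least three library SD, with initial intensity B-score within 5 SD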
#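 Medium – assay buffer, equal DMSO in all wells · Material – CHO-K1 cell line with stable KCNQ1 potassium channel expression · Signal – kinetic FluxOR thallium fluorescence, 10-s 1-Hz baseline, 110-s post-stimulus read · Compound – single concentration per compound, DMSO matched to controls · Schedule – 37 °C overnight plating, 90-min dark dye load, 20-min compound pretreatment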
# ANO1 block: TMEM16A chloride channel inhibitors, primary screen, cell-based, HTS; HEK293 TMEM16A/YFP iodide influx fluorescence, ionomycin; normalized B-score (activity score, 25-100; higher = stronger inhibition) at 10 µM; actives 1.2% (n = 310,000);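 active = ratio plate-corrected score three or more library SD toward inhibition, starting fluorescence score within five deviations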;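 also: score derived from kinetic fluorescence span divided by baseline fluorescence per well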
# ANO1 activ: TMEM16A chloride channel activators or potentiators, primary screen, cell-based, HTS. B-score at 10 µM. Anoctamin-1 (Mus musculus), Q8BHY3. HEK293 TMEM16A/YFP-H148Q/I152L, iodide quench fluorescence; stronger effect = lower value. actives 0.3% (n = 340,000);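 active = fluorescence-ratio B-score plate-corrected deviation score at least 3 library SD below zero, with starting fluorescence score within 5 deviations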;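 also: channel opened by trigger with iodide after compound preincubation; score built on the fluorescence ratio of max minus min over baseline; more negative score means more quench and so TMEM16A activation or potentiation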
# TRPC4 potent: positive allosteric modulators of TRPC4, primary screen, cell-based, mouse TRPC4beta, HEK293 mu-opioid, Fluo-4 calcium; Short transient receptor potential channel 4 (Mus musculus), Q9QUQ5; DAMGO EC20, Fluo-4 Ca2+ flux; stronger effect = higher value; B-score at 10 µM; actives 0.42% (n = 310,000); AID 2227, 2009;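 active = B-score of calcium response area above 5 SD of library B-scores, with initial fluorescence ratio within 5 SD of library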;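 also: B-score of integrated fluorescence ratio over time as area under calcium response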
# Target sequence (Q9QUQ5 whole entry, looked up): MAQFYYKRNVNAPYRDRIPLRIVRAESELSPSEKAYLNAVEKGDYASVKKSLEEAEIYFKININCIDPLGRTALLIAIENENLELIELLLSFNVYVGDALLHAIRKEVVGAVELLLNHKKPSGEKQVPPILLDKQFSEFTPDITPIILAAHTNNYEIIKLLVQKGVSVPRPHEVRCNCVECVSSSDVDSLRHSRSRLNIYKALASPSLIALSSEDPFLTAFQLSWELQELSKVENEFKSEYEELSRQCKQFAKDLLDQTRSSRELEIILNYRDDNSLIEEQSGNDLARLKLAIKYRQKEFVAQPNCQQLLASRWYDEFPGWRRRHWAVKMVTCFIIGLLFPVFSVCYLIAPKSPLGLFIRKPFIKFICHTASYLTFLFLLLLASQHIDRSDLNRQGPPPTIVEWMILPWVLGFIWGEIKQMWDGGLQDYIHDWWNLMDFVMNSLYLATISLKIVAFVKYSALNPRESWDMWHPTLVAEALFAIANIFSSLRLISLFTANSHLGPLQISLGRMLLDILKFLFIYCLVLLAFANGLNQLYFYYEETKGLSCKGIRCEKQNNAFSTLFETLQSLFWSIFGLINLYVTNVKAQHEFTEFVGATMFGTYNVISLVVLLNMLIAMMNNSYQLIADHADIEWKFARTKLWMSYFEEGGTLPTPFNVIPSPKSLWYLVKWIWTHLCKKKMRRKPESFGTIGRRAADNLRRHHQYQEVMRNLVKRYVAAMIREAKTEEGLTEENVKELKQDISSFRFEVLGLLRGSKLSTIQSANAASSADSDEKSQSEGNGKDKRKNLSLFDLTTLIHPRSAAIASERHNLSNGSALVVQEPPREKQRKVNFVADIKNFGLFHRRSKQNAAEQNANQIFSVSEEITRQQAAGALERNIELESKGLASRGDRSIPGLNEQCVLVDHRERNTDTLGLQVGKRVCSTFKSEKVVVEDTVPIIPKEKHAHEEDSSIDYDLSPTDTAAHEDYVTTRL
# KCNK3 inh: human KCNK3 channel inhibitors, primary screen, CHO cells, FluxOR thallium flux, B-score | FluxOR fluorescence; stronger effect = lower value | B-score at 10 µM | actives 0.84% (n = 340,000) | AID 602410, 2012;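 active = B-score under library mean minus 4 SD, starting fluorescence ratio at most library mean plus 5 SD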;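 also: more negative B-score means stronger inhibition of thallium flux through KCNK3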
# TRPC4 agonist: activators of mouse TRPC4 channel, primary screen, Fluo4 calcium, HEK293 TRPC4beta/mu-opioid cells; Fluo4 calcium fluorescence; stronger effect = higher value; B-score at 10 µM; actives 0.49% (n = 310,000); AID 2237, 2010;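 active = B-score above 5 SD of library B-scores, and initial fluorescence ratio not above library mean plus 5 SD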;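 also: positive B-score marks a calcium rise read as TRPC4 activation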
#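 Material: TRPC4beta and mu-opioid receptor HEK293 stable cells | Incubation: 45 min room-temperature Fluo4 loading, 110 s read | Detection: Kinetic Fluo4 calcium fluorescence | Measure: Integrated baseline-normalised fluorescence ratio, converted to per-well B score | Benchmarks: Low control buffer alone, high control maximal DAMGO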
# Dyrk1A ADPGlo: rat Dyrk1A kinase inhibitors, primary screen, biochemical, single point, plate reader. ADP-Glo luminescence, NFATc1 peptide. inhibition, % at 12.5 µM. actives 0.43% (n = 310,000). AID 504441, 2011; in the data active = inhibition above about 50%;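 also: plate controls were vehicle with enzyme for no effect and no enzyme for full effect; many of its hits are not listed in these tables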
# KCNK9 inh: KCNK9 potassium channel inhibitors, primary screen, HEK293 cells, thallium flux | B-score at 10 µM | AID 488922, 2010 | FluxOR thallium flux fluorescence; stronger effect = lower value | actives 1.2% (n = 310,000) | Potassium channel subfamily K member 9 (Homo sapiens), Q9NPC2;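 active = ratio B-score over 3 SD below the library mean, with starting fluorescence within 5 SD of its mean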;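 also: negative B-score means less thallium flux so channel inhibition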
# HDAC3 inhib: HDAC3 deacetylase inhibitors, primary screen, biochemical, fluorescence, cell-free homogeneous | Histone deacetylase 3 (Homo sapiens), O15379 | recombinant HDAC3, fluorogenic peptide/trypsin coupled | inhibition, % at 8.3 µM | actives 0.15% (n = 320,000); in the data active = inhibition above about 26%, passing the limit was not always enough; inconclusive = no clear call, values can overlap the other calls
# KCNQ1 inh: inhibitors of human KCNQ1 channel, primary screen, cell-based, thallium flux, high-throughput. Potassium voltage-gated channel subfamily KQT member 1 (Homo sapiens), P51787. CHO-K1 KCNQ1, FluxOR thallium flux fluorescence; stronger effect = higher value. B-score at 10 µM. actives 1.3% (n = 310,000);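 active = compounds whose thallium flux B-score, printed positive for inhibition, exceeds three library SD while starting fluorescence stays within three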;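 also: channel opened by potassium depolarization with thallium stimulus after 20 min compound exposure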
# hERG rescue: hERG rescue from dofetilide block, primary screen, cell-based, CHO-hERG, FluxOR thallium flux, dofetilide IC70. activation (rescue from dofetilide block), less the hit threshold, % at 10 µM. actives 0.51% (n = 310,000). dofetilide IC70 present. Voltage-gated inwardly rectifying potassium channel KCNH2 (Homo sapiens), Q12809. AID 1511, 2009;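 active = activation above the mean of controls blocked by dofetilide plus 5 SD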;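 also: thallium influx through hERG after potassium depolarization seen as dye fluorescence rise; in these data hits start at about 4.7%; inactives centre near -7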
# Numbers without * were called inactive; i = inactive; ? = inconclusive; nt = no result given. A portion of the library (hit frequency here may not be typical).
# Sample of the layout (4 entries):
SMILES,KCNQ1 pot,ANO1 block,ANO1 activ,TRPC4 potent,KCNK3 inh,TRPC4 agonist,Dyrk1A ADPGlo,KCNK9 inh,HDAC3 inhib,KCNQ1 inh,hERG rescue
NC(=O)CC(NC(=O)c1ccccc1)c1ccc(NCCc2ccc(F)cc2)c([N+](=O)[O-])c1 (stereo not drawn),i,i,i,i,i,i,-14,i,-2,i,-4
CCC(=O)Nc1ccc(C(=O)NNC(=O)C(c2ccccc2)c2ccccc2)cc1,i,i,i,i,i,i,-3,i,2,i,-10
CCC(C)NC(=O)Cn1nc(C(F)(F)F)c2c1CCC2 (stereo not drawn),i,i,i,i,i,i,-15,i,0,i,1
S=C(Nc1ccccc1)Nc1cc(Cl)ccc1Oc1ccccc1,i,i,i,i,i,i,-4,i,-1,9*,-7

# The list itself, from the start:
SMILES,KCNQ1 pot,ANO1 block,ANO1 activ,TRPC4 potent,KCNK3 inh,TRPC4 agonist,Dyrk1A ADPGlo,KCNK9 inh,HDAC3 inhib,KCNQ1 inh,hERG rescue
NC(=O)CC(NC(=O)c1ccccc1)c1ccc(NCCc2ccc(F)cc2)c([N+](=O)[O-])c1 (stereo not drawn),i,i,i,i,i,i,-14,i,-2,i,-4
CCC(=O)Nc1ccc(C(=O)NNC(=O)C(c2ccccc2)c2ccccc2)cc1,i,i,i,i,i,i,-3,i,2,i,-10
CCC(C)NC(=O)Cn1nc(C(F)(F)F)c2c1CCC2 (stereo not drawn),i,i,i,i,i,i,-15,i,0,i,1
S=C(Nc1ccccc1)Nc1cc(Cl)ccc1Oc1ccccc1,i,i,i,i,i,i,-4,i,-1,9*,-7
O=C1C2C3C=CC(C3)C2C(=O)N1c1ccc(Cc2ccncc2)cc1 (stereo not drawn),i,i,i,i,i,i,0,i,-2,i,-4
CCOC(=O)N1CCC(N2Cc3cccc(C(=O)Nc4ccc(CC)cc4)c3C2=O)CC1,i,i,i,i,i,i,4,i,3,i,-26
CCOc1c(Cl)cc(/C=C/C(=O)N(CC)CC(=O)Nc2ccc(NC(C)=O)cc2)cc1OC,i,i,i,i,i,i,nt,i,?,i,-13
Cc1nn(C)c(C)c1N=Cc1c(O)ccc2ccccc12,i,i,i,i,i,i,19,i,-1,i,-8
O=C(c1ccc(F)cc1)N(Cc1cccs1)C1CCS(=O)(=O)C1 (stereo not drawn),i,i,i,i,i,i,nt,i,-10,i,-6
CC(C)c1ccc(/C=N/n2c(COc3ccccc3)n[nH]c2=S)cc1,16*,i,i,i,i,i,2,i,0,i,-2
O=C(C1CC1)N1CCc2cc(S(=O)(=O)N3CCN(c4ccccc4)CC3)ccc21,i,i,i,i,i,i,-3,i,-2,i,-7
C=C(Cl)COC(=O)[C@H]1C2C=CC(C2)C1C(=O)O (stereo partly drawn),i,i,i,i,i,i,-6,i,-5,i,-7
CC1CCCC(C)N1C(=O)C1CCCCC1 (stereo not drawn),i,i,i,i,i,i,-3,i,-4,i,-13
CN(C)C(=O)CSc1n[nH]c(=O)[nH]c1=O,i,i,i,i,i,i,-3,i,3,i,-10
O=C(Nc1cccnc1Cl)C1c2ccccc2Oc2ccccc21,i,i,i,i,i,i,12,i,-5,i,-9
O=C(c1ccc(Br)cc1)c1cn[nH]c1-c1ccccc1O,i,i,i,i,i,i,-3,i,6,i,-6
CCC(Sc1nncn1C)C(=O)Nc1cc(C)on1 (stereo not drawn),i,i,i,i,i,i,-3,i,6,i,-6
C=C(C)CSc1nc2ncc(Cl)cc2[nH]1,i,i,i,i,i,i,5,i,4,i,-6
Cc1ccc(N=C2CCCCCN2C)c(C#N)c1,i,i,i,i,i,i,3,i,7,i,-11
Cc1cc2cc(C)c3nnc(SCC(=O)N4CCN(C(=O)c5ccco5)CC4)n3c2cc1C,i,i,i,i,i,i,-3,i,0,i,-4
O=C(CN1CCCCCC1)Nc1ccccc1OC(F)F,i,i,i,i,i,i,2,i,5,i,-7
O=C(NCC(=O)N(Cc1cccs1)C(C(=O)NC1CCCCC1)c1cccnc1)c1ccco1 (stereo not drawn),i,i,i,i,i,i,0,i,3,i,1
COc1ccc(OCC(=O)NC(=S)N2CCCc3ccccc32)cc1,i,i,i,i,i,i,nt,i,-3,i,2
CCCOC(=O)C1C2C=CC3(CN(c4cccc(Cl)c4)C(=O)C13)O2 (stereo not drawn),i,i,i,i,i,i,-3,i,0,i,-3
CCOC(=O)c1c(N)nn(C(=O)CC)c1-c1ccccc1,i,i,i,i,i,i,4,i,-2,i,-12
CCOC(=O)C(NC(=O)Nc1ccc(F)cc1)(OCC)C(F)(F)F (stereo not drawn),i,i,i,i,i,i,2,i,3,i,-2
COc1ccc(C(=O)Nc2cc(OC)c(Cl)cc2OC)cc1,i,i,i,i,i,i,-2,i,3,i,-3
CCc1nnc(NC(=O)CSc2nc3cc4c(cc3cc2CC)OCCO4)s1,i,i,i,i,i,i,-2,i,-6,i,-6
COC(=O)Nc1ncc(CN2CCc3ccccc3C2)s1,i,i,i,i,i,i,-2,i,0,i,-2
COc1ccc(NC(=O)CSc2nc3c([nH]c4ccccc43)c(=O)n2C)c(OC)c1,i,i,i,i,i,i,0,i,0,i,-6
O=C(COc1ncnc2sccc12)N1CCc2ccccc2C1,i,i,i,i,i,i,-6,i,3,i,-8
O=C(NCC(c1ccco1)N1CCc2ccccc2C1)c1ccc(Br)cc1 (stereo not drawn),i,i,i,i,i,i,8,i,6,i,-10
CCCOCc1ccc(O)c2ncccc12,i,i,i,i,i,i,-3,i,0,i,-9
COCCN(C(=O)COC(=O)CCc1nc2ccccc2s1)c1c(N)n(Cc2ccccc2)c(=O)[nH]c1=O,i,i,i,i,i,i,-4,i,0,i,-8
Cn1c(=O)[nH]c(=O)c2c1nc(CN1CCOCC1)n2CCCc1ccccc1,i,i,i,i,i,i,0,i,-4,i,-10
COCCn1c(SCC(=O)Nc2nnc(C)s2)nnc1-c1cc2ccccc2cc1O,i,i,i,i,i,i,-1,i,3,i,-8
Cc1cc(C)cc(NC(=O)Nn2cnnc2)c1,i,i,i,i,i,i,-1,i,-4,i,-7
O=C(O)CCC(=O)Nc1ccc(N2CCCCCC2)cc1,i,i,i,i,i,i,53*,i,7,i,-12
CC(Sc1nc2c(c(=O)[nH]1)CCCC2)C(=O)Nc1ccc(S(N)(=O)=O)cc1 (stereo not drawn),i,i,i,i,i,i,1,i,-1,i,-6
COC(=O)c1ccccc1N1CCS(=O)(=O)CC1,i,i,i,i,i,i,-2,i,0,i,-10
O=C1COc2ccc(C(=O)CSc3nnc(NCc4ccccc4)s3)cc2N1,i,i,i,i,i,i,-4,i,9,i,-12
CC12CCC(=O)N1C(C(=O)NCCN1C(=O)S/C(=C\c3ccc(OC(F)F)cc3)C1=O)CS2 (stereo not drawn),i,i,i,i,i,i,3,i,8,i,-18
N#CCCN(C(=O)COC(=O)c1ccc(S(=O)(=O)N2CCCCCC2)cc1)c1ccccc1,i,i,i,i,i,i,-3,i,-3,i,-9
O=C(O)CCc1nc2cc3ccccc3cc2[nH]1,i,i,i,i,i,i,3,i,-6,i,0
COCCn1c(=S)[nH]c2cc(C(=O)NC(C)C)ccc2c1=O,nt,i,i,nt,i,nt,3,nt,-7,nt,nt
CC(C)c1ccccc1OCCNC(=O)c1cccnc1,i,i,i,i,i,i,0,i,-3,i,-9
CCOC(=O)CN1C(=O)N[C@@H](CCc2ccccc2)[C@H](C(C)=O)[C@H]1C,i,i,i,i,i,i,-10,i,-3,i,-8
CC(O)[C@H]1CN=C(N)N1CCCCC1CCCCC1 (stereo partly drawn),i,i,i,i,i,i,-4,i,-2,i,-9
O=C(OCC(=O)c1ccc[nH]1)c1ccc2ccccc2n1,i,i,i,i,i,i,17,i,2,i,-9
CCCC(C(=O)NCC1CCCO1)N(Cc1ccccc1)C(=O)CNS(=O)(=O)c1ccccc1 (stereo not drawn),i,i,i,i,i,i,-1,i,3,i,-3

# Next section, starting with the last two of the part before.
SMILES,KCNQ1 pot,ANO1 block,ANO1 activ,TRPC4 potent,KCNK3 inh,TRPC4 agonist,Dyrk1A ADPGlo,KCNK9 inh,HDAC3 inhib,KCNQ1 inh,hERG rescue
O=C(OCC(=O)c1ccc[nH]1)c1ccc2ccccc2n1,i,i,i,i,i,i,17,i,2,i,-9
CCCC(C(=O)NCC1CCCO1)N(Cc1ccccc1)C(=O)CNS(=O)(=O)c1ccccc1 (stereo not drawn),i,i,i,i,i,i,-1,i,3,i,-3
COC(=O)c1ccccc1NC(=O)C1CCN(S(=O)(=O)c2cc(C)ccc2OC)CC1,i,i,i,i,i,i,0,i,-2,i,-15
CN(c1ccccc1)S(=O)(=O)c1ccc(Cl)c(C(=O)NCCc2c[nH]c3ccccc23)c1,i,i,i,i,i,i,-5,i,7,i,-6
CCCn1c(SCc2nc(-c3cccs3)no2)nnc1-c1ccncc1,i,i,i,i,i,i,-3,i,2,i,-7
O=C(O)[C@H](Cc1ccccc1)NC(=O)N1CCCCCC1,i,i,nt,i,i,i,5,i,11,i,-1
CCC(=O)Nc1c(S(=O)(=O)c2ccccc2)c2nc3ccccc3nc2n1C(C)c1ccccc1 (stereo not drawn),i,i,i,i,i,i,-2,i,6,i,-9
CC(=O)Nc1nc(=O)c2ccccc2s1,i,i,i,i,i,i,6,i,-2,i,0
CCCNC(=O)Nc1ccc2c(c1)nc(C)n2C,i,i,i,i,i,i,-4,i,-3,i,-6
O=C(CCc1ccccc1)NC(=S)Nc1cccc(Br)c1,i,i,i,i,i,i,-1,i,5,i,-4
CC(C)CC1NC(=O)N(CC(=O)N2CCN(S(=O)(=O)c3ccccc3)CC2)C1=O (stereo not drawn),i,i,i,i,i,i,7,i,-4,i,-2

# Compound activity from PubChem.
